Compound activity from PubChem.
All columns: NCI-60 one-dose screen, growth in % after 48 h at 10 µM unless noted; 100 = growth as untreated, 0 = no growth, -100 = all killed.
A498 – A498 renal cancer cells. 5.4% of 76,000 active. AID 1794774
NCI-H522 – NCI-H522 lung cancer. 8% of 78,000 active
CAKI-1 – CAKI-1 renal cancer. 4.7% of 75,000 active. AID 1794772
RXF 393 – RXF 393 renal cancer cells. 6.9% of 77,000 active. AID 1794773
NCI/ADR-RES – NCI/ADR-RES ovarian cells; 4.4% of 81,000 active
NCI-H226 – NCI-H226 lung cancer; 3.5% of 79,000 active
ACHN – ACHN renal cancer; 4.9% of 81,000 active; AID 1794771
NCI-H23 – NCI-H23 lung cancer; 4% of 80,000 active
NCI-H460 – NCI-H460 lung cancer; AID 1794736; 6.8% of 82,000 active
Active calls of the source: *; / = no result given. How the source made its calls: active means growth percent below 10; inactive means the rest.

Structure,A498,NCI-H522,CAKI-1,RXF 393,NCI/ADR-RES,NCI-H226,ACHN,NCI-H23,NCI-H460
Cc1cc(NCc2cc(Nc3ccnc4cc(Cl)ccc34)ccc2F)nc(N2CCSCC2)n1,45,-24*,61,-6.0*,16,85,-81*,27,6.4*
O=C=Nc1ccc(Cc2ccc(N=C=O)cc2)cc1,97,/,92,109,106,105,106,100,108
C[C@H]1[C@H](C)CC[C@]2(C(=O)N3CCN(C)CC3)CC[C@]3(C)C(=CC[C@@H]4[C@@]5(C)C/C(=C/c6cccc([N+](=O)[O-])c6)C(=O)C(C)(C)[C@@H]5CC[C@]43C)[C@H]12,92,68,52,79,71,86,60,63,42
O=C1C2CC(O)Cc3ccccc3N2C(=O)CN1CCO (stereo not given),101,87,92,103,101,103,104,102,105
COC(=O)C1([N+](=O)[O-])CC(c2ccccc2)ON(c2ccccc2)C1/C=C/c1ccccc1 (stereo not given),87,/,56,88,91,73,80,73,89
CCOC(=O)c1cnn(CC(O)c2ccc(F)cc2)c1NC(=O)Nc1cccc(F)c1 (stereo not given),/,76,65,99,84,/,82,92,88
Cc1ccc(Nc2nnc(-c3csc(N)n3)s2)cc1,93,134,98,111,112,105,105,107,107
O=[N+]([O-])c1cc[n+]([O-])cc1/C=C/c1ccccc1,103,109,101,115,109,115,97,106,117
Fc1ccccc1CNc1ccc(N2CCOCC2)cc1,/,101,105,114,97,103,106,98,111
NC1(C(=O)O)CCCC1,/,89,113,34,110,103,108,94,108
c1ccc2c(c1)ccc1c(-c3ccncc3)n[nH]c12,83,82,55,79,87,81,77,94,89
c1ccc(Nc2nc(Nc3ccccc3)nc(Nc3ccccc3)n2)cc1,79,85,85,84,78,89,92,87,78
N#Cc1c[nH]n2ccnc12,117,88,104,113,105,96,112,99,119
Cc1ccc(-n2nnc(C(=O)O)c2-c2ccncc2)cc1,105,77,92,104,105,94,97,102,105
N#Cc1c(-c2ccccc2)nc(SCC2CO2)nc1N1CCOCC1 (stereo not given),-15*,58,39,31,76,75,59,71,68
COc1ccc(CN(C)c2nc3ccccc3s2)cc1,87,79,78,100,86,89,90,72,99
CCNc1nc2ccccc2c2c(=O)c3cccc(F)c3sc12,60,80,77,99,94,84,84,83,92
CCOC(=S)SSC(=S)OCC,99,101,91,110,97,92,107,101,105
Cn1ccc2cc(NC(=O)c3cnccn3)ccc21,76,92,93,100,102,108,109,104,107
N#Cc1cccc(NS(=O)(=O)c2ccc(-c3ccc(Cl)cc3Cl)cc2)c1,81,68,77,95,92,76,92,72,85
Cc1ccc(-c2nc(C(Cl)Cl)n3nc(-c4ccccc4)cc3n2)cc1,78,100,4.3*,/,19,88,3.7*,47,16
CCOC(=O)CCC(=O)Oc1coc(CSc2nc3ccccc3s2)cc1=O,113,98,100,/,65,104,96,94,102
Cc1ccc(/C=C2\S/C(=N/c3nccs3)N(C)C2=O)cc1,139,80,69,97,80,78,78,80,82
Nc1cc(=O)[nH]n1S(=O)(=O)c1ccccc1,77,97,91,116,110,94,103,111,114
Brc1c(NC2=NCCN2)ccc2nccnc12,100,111,94,129,102,124,113,103,112
CN(C)Cc1ccc(C(C)(C)C)cc1Br,102,98,/,114,114,108,103,102,111
CCOc1nc(-c2ccccc2)cc2c(O)c(-c3nnc(-c4ccccc4)o3)[nH]c(=O)c12,95,81,97,/,103,91,99,92,106
c1cc2c3c(cccc3c1)NC1(CCC3(CC1)Nc1cccc4cccc(c14)N3)N2,111,106,37,89,82,120,83,72,72
Cc1ccc(S(=O)(=O)c2nc(S(=O)(=O)c3ccc(C)cc3)c(Cl)s2)cc1,122,-89*,-76*,-77*,30,1.5*,-92*,37,42
CN(C)CCC=C1c2ccccc2CCc2ccccc21,92,84,77,81,84,92,88,93,103
O=C1CCc2ccc(CCCl)cc2O1,94,78,93,93,100,93,107,105,99
Cc1ccc(-c2cc(C(=O)N3CCN(c4cc5c(cc4F)c(=O)c(C(=O)O)cn5C4CC4)CC3)c3ccccc3n2)cc1,110,94,73,97,100,96,90,92,100
CC(O)COc1ccc(C(C)(C)C)cc1 (stereo not given),75,92,102,90,99,95,102,94,106
CN1C(=O)/C(=C2/C(=O)N(C)c3ncccc32)c2cccnc21,120,98,96,101,86,102,95,103,121
N#Cc1c(-c2ccc(Cl)cc2)c(C(N)=O)c(N)n(Cc2nc3ccccc3[nH]2)c1=O,111,93,67,59,92,96,89,82,96
Cc1ccc(NC(=O)OCCN(C)C)cc1Cl,94,76,73,93,83,92,91,91,93
CC(C)NS(=O)(=O)c1cccc([N+](=O)[O-])c1,88,101,103,98,97,103,95,91,103
O=C1CCNC(=O)N1,91,99,94,111,107,99,109,109,106
CCCCCCc1ccc(/C=C/C(OC)OC)cc1,105,80,/,102,115,101,105,113,109
CC1=CC(=O)C(/C(C)=N/NC(=O)c2ccccc2NC(=O)c2ccc(F)cc2)C(=O)O1 (stereo not given),/,79,102,105,102,98,111,85,112
Fc1ccc(-c2nnc(-c3c(-c4ccc(F)cc4)nc4ncccn34)o2)cc1,70,89,100,98,97,113,98,98,111
CC(=O)N1N=C(c2ccc3c(c2)OCO3)CC1c1c(C)nn(-c2ccccc2)c1N1CCOCC1 (stereo not given),80,/,/,98,97,92,97,78,99
C[C@@H](O)[C@@H]1NC(=O)[C@@H](CCCCN)NC(=O)[C@H](Cc2c[nH]c3ccccc23)NC(=O)[C@@H](Cc2ccccc2)NC(=O)[C@H](NC(=O)[C@H](N)Cc2ccccc2)CSSC[C@H](C(=O)N[C@H](CO)[C@@H](C)O)NC1=O,95,94,92,104,92,97,92,92,98
COc1cc(C(=O)c2c(N)c(C#N)cn2-c2ccc(Cl)cc2Cl)cc(OC)c1OC,100,95,81,108,98,94,98,101,107
N#CCCCCCn1c2ccccc2c2c3c(c4c5ccccc5[nH]c4c21)C(=O)N(O)C3=O,-76*,-54*,-60*,-31*,68,43,-82*,-5.5*,-7.7*
COc1ccc(C2=NN(C(=O)c3cc(-c4ccccc4)nc4ccccc34)C(c3cc(-c4ccccc4)nn3-c3ccccc3)C2)cc1OC (stereo not given),86,62,87,99,90,96,76,79,60
Cc1cc2nc3c4cc(Cl)ccc4n(CC(=S)NCCN(C)C)c3nc2cc1C,/,-49*,-92*,-68*,-56*,-60*,-96*,/,-90*
Nc1cccc(SCc2cc3ccccc3[nH]c2=O)c1,70,44,34,81,68,70,18,73,20
ClC(Cl)c1nc(-c2ccccc2)nc2cc(-c3ccccc3)nn12,81,97,51,20,55,90,46,51,75
Cc1ccc2nc(-c3ccc(C(=O)N/N=C\c4ccc(Cl)cc4Cl)cc3)[nH]c2c1,85,78,88,101,92,93,100,87,97
CCCCCCC(C(=O)OCC)C(=O)OCC,100,94,106,108,105,/,106,101,105
COC(=O)c1c(C(=O)OC)c2c3ccccc3c3ccccc3n2c1C(=O)C(F)(F)F,138,96,65,101,94,80,94,89,105
Cc1cncc(O)c1,88,69,100,105,102,94,101,93,102
O=C(c1ccccc1)N1CCN(C(=O)c2ccccc2)c2ccccc21,134,84,106,127,102,110,100,105,116
Cc1cc(C)nc(NS(=O)(=O)c2ccc(Nc3nc(-c4ccc(O)cc4O)c4c(=O)[nH]c(SCc5ccccc5)nc4n3)cc2)n1,165,89,70,/,104,124,126,97,104
c1ccc(CN(CCN2CCOCC2)Cc2ccccc2)cc1,107,/,108,126,94,102,100,97,107
c1ccc(CC2=NCCc3ccccc32)cc1,100,93,104,114,100,108,100,95,98
COc1ccc2[nH]cc(CCNC(=O)CN3C(=O)/C(=C/c4ccco4)SC3=S)c2c1,101,91,95,112,100,99,99,98,105
COc1ccc(S(=O)(=O)Oc2ccc(-c3sc4cc(OS(=O)(=O)c5ccc(OC)cc5)ccc4c3C(=O)c3ccc(OCCN4CCCCC4)cc3)cc2)cc1,105,91,94,110,110,104,101,104,105
NS(=O)(=O)c1ccc(NC(=O)CN2C(=O)C(=O)c3ccccc32)cc1,134,100,95,121,108,100,102,101,129

(cont.)
Structure,A498,NCI-H522,CAKI-1,RXF 393,NCI/ADR-RES,NCI-H226,ACHN,NCI-H23,NCI-H460
CCCS(=O)(=O)Oc1ccc(-c2ccc3sccc3c2)cc1,116,86,90,135,109,104,109,98,106
CCOC(=O)c1cc(C(=O)c2cc(OC)c(OC)c(OC)c2)n2ncccc12,-5.2*,35,38,-4.2*,3.3*,30,52,38,10
c1ccc(CSc2nnc3c4c5c(sc4nc(-c4cccc6ccccc46)n23)CCCCCC5)cc1,110,99,90,105,110,102,112,107,106
COc1ccccc1S(=O)(=O)Nc1ccc2c3c(cc(-c4ccoc4)nc13)C(=O)N2C,72,46,/,85,55,83,71,81,71
O=S(Nc1ccccc1)c1ccccc1Oc1ccccc1 (stereo not given),90,68,95,109,107,99,97,107,91
C=C(C)[C@@H]1CC[C@]2(C(=O)N3CCN(C)CC3)CC[C@]3(C)[C@H](CC[C@@H]4[C@@]5(C)CC[C@H](OC(=O)c6cccnc6)C(C)(C)[C@@H]5CC[C@]43C)[C@@H]12,/,90,94,99,93,110,99,92,104
COc1ccc(-c2c[nH]c(C(=O)O)c2-c2cc(OC)cc(OC)c2)cc1,100,91,86,95,104,106,107,102,109
CNC(=O)c1cc(Oc2ccc3c(c2)sc2nc(-c4ccc(NC(=O)Nc5ccc(Cl)c(C(F)(F)F)c5)cc4)cn23)ccn1,83,59,81,85,90,101,83,85,92
O=C1NC(=Nc2ccc(O)cc2)S/C1=C\c1cccc(Cl)c1,50,76,70,75,84,102,85,88,86
N#Cc1c(-c2ccc(Cl)cc2)n2cnnc2[nH]c1=O,92,110,94,113,98,99,105,92,112
O=C1CC[C@@H](C(=O)N[C@H]2CSSC[C@@H](C(=O)N/C=C/c3ccccc3)NC(=O)[C@H](Cc3ccccc3)NC(=O)[C@@H]3CCCN3C(=O)[C@@H]3CCCN3C2=O)N1,85,88,99,111,96,100,107,97,102
C/C(Cc1ccc(Cl)cc1)=C(/c1ccc(Cl)cc1)c1ccc(OCCN(C)C)cc1,81,81,55,/,78,104,83,73,-47*
Cc1ccc(S(=O)(=O)c2nc(S(=O)(=O)c3ccc(C)cc3)c(NC(C)C)s2)cc1,98,78,71,98,79,84,91,96,112
CCCCCCCNc1nc(CO)ncc1-c1ccc(C(F)(F)F)cc1,101,116,98,97,102,96,101,104,118
Cc1cc(NS(=O)(=O)c2ccc(N=C3NC(=O)/C(=C/c4coc5ccccc5c4=O)S3)cc2)no1,106,99,98,109,103,100,96,112,108
COc1ccc(S(=O)(=O)NCCCNc2nccc(-c3c(-c4cccc(OC)c4)nc4occn34)n2)cc1,/,91,87,106,95,82,88,107,98
CC(=O)[C@H]1CC[C@H]2[C@@H]3C[C@H](C)C4=CC(=O)CC[C@]4(C)[C@H]3C(=O)C[C@]12C,74,/,95,103,99,104,96,102,107
CCCc1nn2c(-c3ccccc3)nnc2o1,121,99,121,142,117,120,107,100,118
Clc1nc2ccccc2o1,106,102,99,115,102,101,102,91,108
Cc1ccc(-c2nc(C#N)c(S(=O)(=O)N3CCN(S(=O)(=O)c4ccc(Cl)cc4)CC3)o2)cc1,107,71,94,57,91,88,44,/,100
CC1(c2ccncc2)OCCO1,84,100,98,112,/,111,112,107,109
O=C(N/N=C/c1ccc([N+](=O)[O-])cc1)c1ccccc1Nc1ccnc(C(F)(F)F)c1,-26*,68,76,92,72,71,83,62,94
COc1ccc(C(=O)COc2ccc(/C=C3\CCc4cc(OC)ccc4C3=O)cc2)cc1,96,72,89,/,90,91,102,88,109
C#CCn1cccc1CNc1ccc(OC)cc1,54,-58*,-88*,-32*,-53*,-50*,-95*,-89*,-51*
CCOC(=O)N/N=C/c1ccc(N(C)C)cc1,106,93,100,100,107,94,97,108,109
Nn1c(N/N=C/c2nc3ccccc3s2)n[nH]c1=S,77,/,67,84,118,104,98,92,110
COc1ccc(C(O)c2cnc(C)n2Cc2ccccc2)cc1 (stereo not given),/,98,89,83,101,102,102,95,109

Some of the entries so far, field by field.
O=C(N/N=C/c1ccc([N+](=O)[O-])cc1)c1ccccc1Nc1ccnc(C(F)(F)F)c1
- A498 = -26*
- NCI-H522 = 68
- CAKI-1 = 76
- RXF 393 = 92
- NCI/ADR-RES = 72
- NCI-H226 = 71
- ACHN = 83
- NCI-H23 = 62
- NCI-H460 = 94

COc1ccc(C(=O)COc2ccc(/C=C3\CCc4cc(OC)ccc4C3=O)cc2)cc1
- A498 = 96
- NCI-H522 = 72
- CAKI-1 = 89
- RXF 393 = /
- NCI/ADR-RES = 90
- NCI-H226 = 91
- ACHN = 102
- NCI-H23 = 88
- NCI-H460 = 109

C#CCn1cccc1CNc1ccc(OC)cc1
- A498 = 54
- NCI-H522 = -58*
- CAKI-1 = -88*
- RXF 393 = -32*
- NCI/ADR-RES = -53*
- NCI-H226 = -50*
- ACHN = -95*
- NCI-H23 = -89*
- NCI-H460 = -51*

CCOC(=O)N/N=C/c1ccc(N(C)C)cc1
- A498 = 106
- NCI-H522 = 93
- CAKI-1 = 100
- RXF 393 = 100
- NCI/ADR-RES = 107
- NCI-H226 = 94
- ACHN = 97
- NCI-H23 = 108
- NCI-H460 = 109

Compounds above that have a tert-butyl group, in the order listed:
Structure,A498,NCI-H522,CAKI-1,RXF 393,NCI/ADR-RES,NCI-H226,ACHN,NCI-H23,NCI-H460
CN(C)Cc1ccc(C(C)(C)C)cc1Br,102,98,/,114,114,108,103,102,111
CC(O)COc1ccc(C(C)(C)C)cc1 (stereo not given),75,92,102,90,99,95,102,94,106
